PLAP inhibition = PLAP enzyme inhibitors, biochemical, luminescence, HTS (AID 690). Alkaline phosphatase, placental type (Homo sapiens). purified PLAP, luminescent substrate; higher % means a stronger effect. inhibition, % at 20 µM; hits with a dose series show IC50 in µM. 96,000 tested, 0.08% active; in the data active = a potency from the dose series; inactive = the rest, 99 in 100 with inhibition below about 30%; note: strong numbers were not always called active
IL1B NFkB pot = enhancers of NFkB p65 translocation in HUVEC – imaging, IL-1B stimulus, high-content imaging, primary screen | HUVEC IL-1B NFkB p65 nuclear translocation imaging | activation, % at 2 µM | 94,000 tested, 0.3% active;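 active = activation above 40%, about the mean plus 3 SD, also judged a hit on visual image review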;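 note: percent activation is computed from the nuclear over cytoplasmic p65 intensity ratio; values of inactives mirror those of a sister screen read the other way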
Bcl-B displacement = displacers of TR3 peptide from Bcl-B, primary screen, selectivity assay for Bfl-1 inhibitor project, biochemical, fluorescence polarization; Bcl-2-like protein 10 (Homo sapiens); FP displacement of FITC-TR3 peptide from Bcl-B; higher % means a stronger effect; displacement, % at 20 µM; hits with a dose series show IC50 in µM; 96,000 tested, 0.11% active;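 active = displacement above 50% at 20 µM plus a fluorescence interference ratio under 1.5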;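 note: plate controls were wells without compound for no effect and wells lacking Bcl-B protein for full effect; a part of the inactive calls stands beside numbers as strong as those of hits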
MRP resist rev = reversal of MRP1-mediated doxorubicin resistance, primary screen, H69AR cells, doxorubicin co-treatment. H69AR cells + 2 uM doxorubicin, CellTiter-Glo, 72 h. 85,000 tested, 0.04% active. differential viability (reversal), % at 10 µM;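 active = viability drop by adding the cancer drug above about 55%, with treated viability meeting a 40% cutoff, limit read from the data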;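 note: viability without doxorubicin minus viability with 2 µM doxorubicin for each compound; larger differential means the compound sensitizes cells more to doxorubicin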
NFkB transloc inh = inhibitors of IL-1B driven NFkB p65 nuclear import, primary screen, imaging, HUVEC, IL-1B stimulus, high-content imaging | HUVEC IL-1B NFkB p65 nuclear translocation imaging | AID 796, 2007 | 94,000 tested, 0.43% active | inhibition, % at 2 µM;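 active = inhibition above about 30% together with a positive call from visual inspection of the well image, limit read from the data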;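 note: nuclear over cytoplasmic p65 intensity ratio measured by imaging; 0% = IL-1B stimulated DMSO wells and 100% = unstimulated DMSO wells; values of inactives mirror those of a sister screen read the other way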
MRP resist rev cytotoxicity = also measured in MRP resist rev; calls as there; viability, %; H69AR cells, CellTiter-Glo, 72 h; measured here: cytotoxicity without doxorubicin
MRP resist rev with doxorubicin = further read-out of MRP resist rev, marked with its call; viability, %; measured here: viability with 2 uM doxorubicin; active compounds read low
NFkB transloc inh cell count 2 µM = further read-out of NFkB transloc inh, marked with its call; cell count; measured here: cells passing quality filter;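 raw number of nuclei counted in each imaged well without normalization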
IL1B NFkB pot cell count 2 µM = second read-out of IL1B NFkB pot, no call of its own (marks repeat the call); cell count; measured here: cells passing quality filter
Numbers without * were called inactive; nt = no result given; & = joins results of further samples. The list is partial; rates above refer to the full screens.

SMILES	PLAP inhibition	IL1B NFkB pot	IL1B NFkB pot cell count 2 µM	Bcl-B displacement	MRP resist rev	MRP resist rev cytotoxicity	MRP resist rev with doxorubicin	NFkB transloc inh	NFkB transloc inh cell count 2 µM
O=S(=O)(Nc1ccccc1)c1ccc(Oc2ncc(C(F)(F)F)cc2Cl)cc1	-14%	-4	167	2%	nt	nt	nt	4	167
Cc1cc(C)n(CCSCC(=O)O)n1	-8%	13	149	3%	3	100	97	-13	149
COCCn1cnc2c1c(=O)n(CC(=O)Nc1cc(C)on1)c(=O)n2Cc1ccccc1	-3%	10	138	-2%	4	89	85	-10	138
N#CCCN1CCN(S(=O)(=O)c2ccc(S(=O)(=O)N3CCCC3)cc2)CC1	6%	nt	nt	1%	6	91	84	nt	nt
CC(C)NCCCOc1ccc(Cl)cc1Br	7%	-3	128	-5%	nt	nt	nt	3	128
Cc1cccc(C)c1NC(=O)N1C(C(=O)O)CSC1C(=O)O (configuration not stated)	-17%	4	131	2%	nt	nt	nt	-4	131
CC(C)OC(=O)C1C(=O)CC(C)(O)C(C(=O)OC(C)C)C1c1ccc(F)cc1 (configuration not stated)	-14%	6	167	5%	-13	68	81	-6	167
CC(Oc1ccc(Cl)cc1)C(=O)NCCCn1ccnc1 (configuration not stated)	13%	6	197	-4%	-5	91	97	-6	197
CCOc1ccccc1C(=O)Nc1cc(Cl)ccc1O	-19%	-9	83	5%	-5	30	35	9	83
O=C(c1ccc2c(=O)n(Cc3ccco3)c(=S)[nH]c2c1)N1CCN(c2ccccc2)CC1	11%	19	158	0%	5	83	78	-19	158
CCN(CC)C(=O)CSc1ncnc2c1cnn2-c1ccccc1	nt	10	89	nt	17	86	69	-10	89
Cc1cc(-n2c(=O)c(C#N)cc3c(=O)n4ccccc4nc32)no1	-46%	nt	nt	66%	nt	nt	nt	nt	nt
Cc1cccc(OCc2nnc(SCn3nnc4ccccc4c3=O)o2)c1	2%	nt	nt	4%	19	105	87	nt	nt
CC1CCN(CC(=O)N2CCCc3c2c(=O)oc2ccc(OCc4ccccc4)cc32)CC1	-78%	11	66	-7%	-17	33	50	-6	157
Cc1cccc(NCc2cc(Cl)ccc2O)n1	nt	11	82	nt	13	83	71	-11	82
COc1cc(/C=C(/C#N)c2nc3ccccc3[nH]2)ccc1Oc1ncccc1[N+](=O)[O-]	19%	5	143	-9%	nt	nt	nt	-5	143
CCOc1ncccc1C(=O)OCC(=O)c1c(N)n(C)c(=O)n(C)c1=O	-5%	nt	nt	-10%	-5	90	95	nt	nt
Cc1cc(C(=O)CSc2nc(N)cc(N)n2)c(C)n1CCc1ccc(F)cc1	-10%	5	146	0%	5	70	65	-5	146
CN1c2cccc3cccc(c23)N(C)C1c1cccs1	-2%	10	140	-7%	nt	nt	nt	-10	140
Cc1ccc(S(=O)(=O)Nc2ccccc2-c2ccccc2)cc1	7%	6	132	-2%	nt	nt	nt	-6	132
COC(=O)CNC(=O)c1ccccc1F	17%	5	176	-9%	-4	85	90	-5	176
O=C(Cn1nnc(-c2ccc(N3CCOCC3)cc2)n1)OC1CCCCC1	5%	7	163	-8%	-5	96	101	-7	163
COc1ccc(S(=O)(=O)NCc2ccc(C(=O)N(C)Cc3ccco3)cc2)cc1	3%	2	102	-10%	-3	76	80	-2	102
N#C/C(C(=O)Oc1ccccc1)=C1\C=Cc2ccccc2N1	-14%	0	149	-4%	-3	80	83	0	149
CCOCCCNC(=O)C(NC(=O)C1CCC(=O)N1)c1ccc(C)cc1 (configuration not stated)	-7%	10	143	0%	10	95	84	-10	143
CCC(C)NS(=O)(=O)c1ccc(S(=O)(=O)Nc2cc3c(cc2C(C)=O)OCO3)cc1 (configuration not stated)	-2%	4	132	8%	7	89	81	-4	132
O=C(CCN1C(=O)c2ccccc2C1=O)N1CCN(c2ccccc2)CC1	-9%	nt	nt	-4%	-15	97	112	nt	nt
O=C(CSc1nc(-c2ccco2)cc(C(F)(F)F)n1)N1CCCc2ccccc21	nt	1	104	nt	8	84	76	-1	104
Cc1nc(N)nc2c1CCCC2	-1%	-11	40	7%	0	95	95	11	40
O=C(O)CCC(=O)NC1CCCCC1	-7%	5	59	2%	-1	95	95	-5	59
CCOc1ccc(N(CC(=O)Nc2ccc(OC)cc2)S(C)(=O)=O)cc1	4%	2	175	8%	7	99	93	-2	175
O=c1c2c(-c3ccc(Cl)cc3)csc2nc2n1CCC2	11%	0	162	5%	nt	nt	nt	0	162
CCSc1nnc(N(CCC(=O)O)CCC(=O)O)s1	-6%	24	151	14%	8	101	93	-24	151
CCCc1ccc(-c2c(C)sc(NC(=O)c3ccnn3C)c2C#N)cc1	-54%	-3	163	-20%	nt	nt	nt	3	163
COc1ccc(C2=CC(c3sccc3C)n3nnnc3N2)cc1 (configuration not stated)	23%	-9	51	0%	-10	40	50	9	51
Nc1cccnc1Sc1cc(Cl)cc(Cl)c1	22%	-26	209	32%	nt	nt	nt	26	209
CC12C(=O)N(c3ccccc3C(=O)O)C(=O)C1C1C=CC2C1 (configuration not stated)	-1%	16	119	-4%	3	98	95	-16	119
Nc1nc(-c2ccco2)nn1C(=O)c1cccnc1	13%	nt	nt	-14%	10	109	100	nt	nt
O=Cc1ccc(Sc2nnc(-c3ccccc3)o2)c([N+](=O)[O-])c1	11%	8	101	-3%	1	2	1	-8	101
Cc1cccc(/C=N/n2c(C)nnc2C)c1	-5%	-10	166	0%	7	95	88	10	166
Fc1ccc(C2CC(c3ccc(F)cc3)n3ncnc3N2)cc1 (configuration not stated)	-59%	-16	114	-2%	5	97	92	16	114
CCOC(=O)CCP(=O)(O)C(O)c1ccc(OC)cc1 (configuration not stated)	-8%	21	149	1%	6	105	99	-20	149
COC(=O)N(C)c1ccccc1C(=O)N1CCOCC1	-22%	5	144	6%	-55	89	145	-5	144
Cc1ccccc1C(=O)NNC(=S)NC(=O)COc1ccccc1	-139%	10	139	-3%	nt	nt	nt	-10	139
COc1ccc(CCCc2nnc(SCC(=O)N/N=C\c3ccc(O)c(OC)c3)o2)cc1C	0%	nt	nt	2%	nt	nt	nt	nt	nt

Shown in markdown: 6 of the compounds above
| mol | PLAP inhibition | IL1B NFkB pot | IL1B NFkB pot cell count 2 µM | Bcl-B displacement | MRP resist rev | MRP resist rev cytotoxicity | MRP resist rev with doxorubicin | NFkB transloc inh | NFkB transloc inh cell count 2 µM |
| --- | --- | --- | --- | --- | --- | --- | --- | --- | --- |
| Cc1nc(N)nc2c1CCCC2 | -1% | -11 | 40 | 7% | 0 | 95 | 95 | 11 | 40 |
| O=C(O)CCC(=O)NC1CCCCC1 | -7% | 5 | 59 | 2% | -1 | 95 | 95 | -5 | 59 |
| CCOc1ccc(N(CC(=O)Nc2ccc(OC)cc2)S(C)(=O)=O)cc1 | 4% | 2 | 175 | 8% | 7 | 99 | 93 | -2 | 175 |
| O=c1c2c(-c3ccc(Cl)cc3)csc2nc2n1CCC2 | 11% | 0 | 162 | 5% | nt | nt | nt | 0 | 162 |
| CCSc1nnc(N(CCC(=O)O)CCC(=O)O)s1 | -6% | 24 | 151 | 14% | 8 | 101 | 93 | -24 | 151 |
| CCCc1ccc(-c2c(C)sc(NC(=O)c3ccnn3C)c2C#N)cc1 | -54% | -3 | 163 | -20% | nt | nt | nt | 3 | 163 |

Profiles from above.
Cc1cccc(/C=N/n2c(C)nnc2C)c1 is listed with PLAP inhibition = -5%; IL1B NFkB pot = -10; IL1B NFkB pot cell count 2 µM = 166; Bcl-B displacement = 0%; MRP resist rev = 7; MRP resist rev cytotoxicity = 95; MRP resist rev with doxorubicin = 88; NFkB transloc inh = 10; NFkB transloc inh cell count 2 µM = 166
CC12C(=O)N(c3ccccc3C(=O)O)C(=O)C1C1C=CC2C1 (configuration not stated) is listed with PLAP inhibition = -1%; IL1B NFkB pot = 16; IL1B NFkB pot cell count 2 µM = 119; Bcl-B displacement = -4%; MRP resist rev = 3; MRP resist rev cytotoxicity = 98; MRP resist rev with doxorubicin = 95; NFkB transloc inh = -16; NFkB transloc inh cell count 2 µM = 119

Going on with the list.
SMILES	PLAP inhibition	IL1B NFkB pot	IL1B NFkB pot cell count 2 µM	Bcl-B displacement	MRP resist rev	MRP resist rev cytotoxicity	MRP resist rev with doxorubicin	NFkB transloc inh	NFkB transloc inh cell count 2 µM
Cc1ccc(SC(C)C(=O)NCC(C)C)cc1 (configuration not stated)	8%	0	92	-14%	16	93	78	0	92
Cc1ccccc1C(=O)NNC(=O)c1ccoc1C	13%	14	191	-14%	nt	nt	nt	-14	191
COc1ccc(-n2c(=O)[nH]cc(C(=O)N3CCCc4ccccc43)c2=O)cc1	0%	21	89	-24%	-3	105	108	-21	89
O=C(Nc1cccc2ccccc12)/C(=C/c1ccc([N+](=O)[O-])cc1)NC(=O)c1ccccc1	10%	2	140	-3%	nt	nt	nt	-2	140
CCCCNc1nc2ccccc2[nH]1	-167%	-1	141	5%	-12	84	96	1	141
CN(C)CCCNC(=O)c1ccc(Cl)c(S(=O)(=O)N(C)c2ccccc2)c1	-19%	0	158	10%	nt	nt	nt	0	158
Fc1cccc(Cl)c1CSc1ncn[nH]1	-6%	3	112	-9%	nt	nt	nt	-3	112
CCOc1ccc(C(=O)NCc2ccccn2)cc1	9%	nt	nt	-1%	1	93	92	nt	nt
CCCNS(=O)(=O)c1ccc(OCC(=O)NCc2ccc3c(c2)OCO3)cc1	25%	7	112	-5%	-16	90	106	-7	112
Cn1c(O)c(C=Nc2ccc(Cc3ccncc3)cc2)c(=O)n(C)c1=O	18%	nt	nt	31%	0	92	92	nt	nt
CCc1nnc2n1N=C(c1ccc(-c3cc(Cl)ccc3Cl)o1)CS2	-16%	9	144	-88%	-4	9	12	-9	144
CC(=O)OC1=C(C#N)Cn2ccc3cccc1c32	-28%	18	138	50%	-8	74	82	-18	138
CCC(=O)N1c2ccccc2-c2nnc(SC)nc2OC1c1ccc(OC)c(OC)c1 (configuration not stated)	-15%	-6	171	-8%	-4	80	83	6	171
Oc1ccc(N=Nc2n[nH]c(-c3ccc(Cl)cc3)n2)cc1	28%	3	155	-41%	nt	nt	nt	-3	155
COc1ccc(Br)c(/C=N/NC(=O)COc2ccc(-c3ccccc3)cc2)c1	14%	1	164	-3%	nt	nt	nt	-1	164

Copied from the entries so far (2 entries):
SMILES	PLAP inhibition	IL1B NFkB pot	IL1B NFkB pot cell count 2 µM	Bcl-B displacement	MRP resist rev	MRP resist rev cytotoxicity	MRP resist rev with doxorubicin	NFkB transloc inh	NFkB transloc inh cell count 2 µM
Oc1ccc(N=Nc2n[nH]c(-c3ccc(Cl)cc3)n2)cc1	28%	3	155	-41%	nt	nt	nt	-3	155
COc1ccc(Br)c(/C=N/NC(=O)COc2ccc(-c3ccccc3)cc2)c1	14%	1	164	-3%	nt	nt	nt	-1	164

Following part.
SMILES	PLAP inhibition	IL1B NFkB pot	IL1B NFkB pot cell count 2 µM	Bcl-B displacement	MRP resist rev	MRP resist rev cytotoxicity	MRP resist rev with doxorubicin	NFkB transloc inh	NFkB transloc inh cell count 2 µM
CNCCCC12CCC(c3ccccc31)c1ccccc12	-40%	3	193	2%	-12&-13	42&9	55&22	-3	193
COC(=O)c1cc2c(ccn2-c2ccc(F)cc2)n1CC(=O)N1CCN(C(=O)c2ccco2)CC1	-3%	22	85	-10%	-18	58	76	-22	85
COC(=O)CNC(=O)C(C)(C)Oc1ccc(Cl)cc1	6%	-6	175	3%	1	103	103	6	175
CC(C)C(=O)Nc1cccc(NC(=S)NC(=O)c2ccc(Cl)cc2)c1	-8%	1	48	34%	nt	nt	nt	-1	48
O=c1[nH]nc(Cc2ccc3ccccc3n2)c2ccccc12	9%	0	176	1%	10	80	70	0	176
Cc1cccc2cc(COC(=O)C3CCCO3)c(=O)[nH]c12 (configuration not stated)	-17%	23	117	-4%	-13	81	94	-23	117
CCOC(=O)C1=C(C)NC(=O)NC1c1ccc(OCC(=O)N2CCCCC2)cc1 (configuration not stated)	-12%	17	133	2%	-1	98	98	-17	133
